T cell modulator – modulators of CD8 T cell-vesicle binding, primary screen, mouse 2C CD8+ T cells, flow cytometry | 2C CD8+ T cell-vesicle binding; hits give low values | calls only at 7 µM | hit rate 0.068% among 330,000 | AID 2052, 2009;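 active = response, share of CD8 T cells binding vesicles, and their 90th percentile fluorescence all below set limits, cut at about 80% in these data, passing the limit was not always enough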
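material = purified 2C TCR transgenic mouse naive CD8+ T cells | controls = Unloaded micro-vesicles (low), QL9 vesicles with 0.7% DMSO (high) | detection = cytometric PE anti-B7-1 and Alexa647 anti-CD8 signals after 1% paraformaldehyde fixation | incubation = binding step 1.5 h, 37 °C, antibody labelling 20 min, ice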
T cell modulator vesicle-bound % – recorded beside T cell modulator, whose call it bears; double positive events, %; measured here: CD8+ vesicle-bound cell fraction;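 binding gate set so that unloaded-vesicle control wells show 10% double positive cells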
* hit, by the source's call; i = inactive; + = active, no number; & = joins results of further samples. These rows are one share of the data; the hit share may differ from the screen's.

SMILES	T cell modulator	T cell modulator vesicle-bound %
C#CCOCCOCCOCCNc1nc(N2CCN(C(=O)[C@H](CCCN=C(N)N)n3cc(C(N)[C@@H](C)CC)nn3)CC2)nc(N2CCN(C(=O)[C@H](CCC(=O)O)n3cc([C@@H](N)CO)nn3)CC2)n1 (stereo partly drawn)	i	0
CCN(C[C@H]1N[C@@](CC)(C(=O)OC)[C@H]2C(=O)N(C)C(=O)[C@@H]12)C(=O)NC(C)C	i	13
CC(C)(C)[C@@H]1COC(=O)[C@@H](Cc2ccc(F)cc2)CC/C=C\C[C@@H](CC(=O)N(CCO)Cc2ccccc2)C(=O)N1	i	11
Cc1cccc(NC(=O)CN(C)C(=O)c2ccc(N3CCCCCC3)c([N+](=O)[O-])c2)c1C	i	36
CC(=O)c1ccc(NC(=O)C(C)Oc2ccc(N(C)S(=O)(=O)c3ccc(C)cc3)cc2)cc1 (stereo not drawn)	i	40
COc1cc(C)c(NC(=O)C2CCN(S(=O)(=O)c3cccs3)CC2)cc1OC	i	30
COc1ccc(CN(CCNC(=O)CCCCC(=O)NCCN(Cc2ccc(OC)cc2)C(C)C)C(C)C)cc1	i	32
CC(C)(C)OC(=O)NCCOC(=O)c1[nH]cnc1C(=O)NCc1ccccc1	i	41
COc1ccc(S(=O)(=O)Oc2ccc3cccc(N)c3c2)cc1	i	23
C=C(C)CN(CC)C(=O)CSc1ccc(S(=O)(=O)N2CCN(Cc3ccccc3)CC2)cn1	i	34
Cc1c(C(=O)Nc2ccc3c(c2)OCCO3)oc2ccc(Br)cc12	i	63
COc1ccc(-c2sc3ccc(OC)cc3c2-c2ccc(OC)nc2)cc1	i	28
CSCCC(NC(=O)c1ccccc1)C(=O)NNC(=O)c1ccccc1 (stereo not drawn)	i	56
Cc1ccc(C(=O)NCc2ccccn2)cc1S(=O)(=O)N1CCOCC1	i	34
COc1cc2c(cc1OC)CN(CC(=O)Nc1ccc(F)cc1)CC2	i	32

As a short view, some entries already given.
SMILES	T cell modulator	T cell modulator vesicle-bound %
C#CCOCCOCCOCCNc1nc(N2CCN(C(=O)[C@H](CCCN=C(N)N)n3cc(C(N)[C@@H](C)CC)nn3)CC2)nc(N2CCN(C(=O)[C@H](CCC(=O)O)n3cc([C@@H](N)CO)nn3)CC2)n1 (stereo partly drawn)	i	0
CCN(C[C@H]1N[C@@](CC)(C(=O)OC)[C@H]2C(=O)N(C)C(=O)[C@@H]12)C(=O)NC(C)C	i	13

(next part)
SMILES	T cell modulator	T cell modulator vesicle-bound %
CC(C)c1ccc(NC(=O)COC(=O)c2ccc(CN3CCCC3=O)cc2)cc1	i	54
CC12CCC(=O)N1C(C(=O)NNC(=O)c1ccc(Br)cc1)CS2 (stereo not drawn)	i	35
O=C(COC(=O)CCC(=O)c1ccc(F)cc1)NCCc1ccccc1	i	38
C=CC[C@H](CC(=O)OC(C)(C)C)C(=O)OC[C@H]1CCCN1C(=O)[C@H](CC=C)CC(=O)NCCO	i	10
C[C@@H](NC(=O)c1ncn(C)c1C(=O)N[C@H](C)c1ccccc1)c1ccccc1	i	16
O=C(CSc1nnc(-c2ccccc2)c2ccccc12)NCCN1C(=O)CSC1=O	i	40
CCN(C(=O)CSc1nc(C)nc2sc(C)c(C)c12)C1CCS(=O)(=O)C1 (stereo not drawn)	i	48
NC(=O)c1ccsc1NC(=O)COC(=O)c1cnccn1	i	42
CCN(CC)S(=O)(=O)c1ccc(Cl)c(NC(=O)COC(=O)C2CCCCC2)c1	+	12*
Cc1cc(Nc2ccc(Br)cc2)nc2ccccc12	i	45
CCOP(=O)(OCC)c1ccc2ccc3ccccc3c(=O)c2c1	i	5
CCC(=O)NC(c1cc(Cl)c2ccccc2c1O)C(C)C (stereo not drawn)	i	40
CCOC(=O)[C@@H]1[C@H]2COc3ccc(Br)cc3[C@@H]2N2C(=O)N(c3ccc(C)cc3)C(=O)[C@@]12C	i	17
Cn1c(=O)c2c(ncn2CC(=O)OCC(=O)NNC(=O)c2ccc(Cl)cc2)n(C)c1=O	i	42
CC(C)CC(=O)c1c(O)c(C=O)c(O)c2c1O[C@@]1(C)[C@@H](C2)C[C@H]2C[C@@H]1C2(C)C	i	27
CN(Cc1ccccc1)S(=O)(=O)c1ccc(NC(=O)c2ccccc2C(=O)O)cc1	i	23
CN(C)C(CNC(=O)c1cc(-c2ccco2)nc2ccccc12)c1ccccc1 (stereo not drawn)	i	42
CC(Oc1ccc(S(=O)(=O)N2CCCC2)cc1[N+](=O)[O-])C(=O)NC1(C#N)CCCCC1 (stereo not drawn)	i	51
Cc1cc(C)c(S(=O)(=O)N2CCN(C(=O)c3c(C)noc3C)CC2)c(C)c1	i	6
CCC/C=C1/CCCOC(C(=O)NCc2ccc(S(C)(=O)=O)cc2)(C(F)(F)F)C1 (stereo not drawn)	i	5
O=C(CN1C(=O)NC2(CCCC2)C1=O)NCCc1ccc(Cl)cc1Cl	i	41
COCCCN(CC(=O)Nc1ccc(F)cc1)S(=O)(=O)c1cccs1	i	48
C/C(=N/NS(=O)(=O)c1ccc(Cl)cc1)c1ccc2c(c1)OCO2	i	22
Oc1c(Br)cc(Br)cc1/C=N/c1nccs1	i	13
COc1cc(C)ccc1OCC(=O)Nc1ccc2c(c1)OCO2	i	26
COc1ccccc1NC(=O)COC(=O)C12CC3CC(CC(Br)(C3)C1)C2	i	56
O=C(NCc1ccccc1CN1CCCC1)c1cccc(S(=O)(=O)N2CCCC2)c1	i	26
C=CCC(C(=O)Oc1c(C(C)(C)C)cc(C)cc1C(C)(C)C)c1ccccc1 (stereo not drawn)	i	18
O=S(=O)(Oc1ccccc1)c1cccnc1	i	30
COc1cccc(NC(=O)COC(=O)Cn2c(C)csc2=O)c1	i	17

Random excerpt: two compounds from above
SMILES	T cell modulator	T cell modulator vesicle-bound %
CCC/C=C1/CCCOC(C(=O)NCc2ccc(S(C)(=O)=O)cc2)(C(F)(F)F)C1 (stereo not drawn)	i	5
COCCCN(CC(=O)Nc1ccc(F)cc1)S(=O)(=O)c1cccs1	i	48

Following part
SMILES	T cell modulator	T cell modulator vesicle-bound %
Cc1cc(C)c(S(=O)(=O)N2CCN(C3CC(=O)N(c4ccccc4Cl)C3=O)CC2)c(C)c1 (stereo not drawn)	i	34
O=C(COC(=O)c1ccc(O)cc1O)NC1CCCCCC1	i	46
N#CCc1ccc(Oc2ncccn2)cc1	i	30
O=C(NCc1cccnc1)c1ccccc1NS(=O)(=O)c1ccc(Br)cc1	i	8
NN=C(c1cccc([N+](=O)[O-])c1)c1cccc([N+](=O)[O-])c1	i	38
CCOC(=O)C1=C(COC(=O)/C=C/c2ccc(O)c(OC)c2)NC(=O)NC1C (stereo not drawn)	i	14
CC(Sc1nnnn1-c1cccc(F)c1)C(=O)NC1CCCC1 (stereo not drawn)	i	29
CCOC(=O)[C@H]1[C@H]2COc3cc(OC)ccc3[C@@H]2N2C(=O)CN(Cc3ccco3)C(=O)[C@@]12C	i	49
COc1ccc(NC(=O)Nc2ccc3c(c2)CC(=O)N([C@H](C)CO)C[C@@H](C)[C@H](CN(C)C(=O)Nc2ccccc2)O3)cc1	i	8
CC(=O)N1CCN(S(=O)(=O)c2ccc3c(c2)CCC(=O)N3)CC1	i	49
CCc1cnccc1CCC(=O)Nc1ccccc1C	i	29
O=C(NCCOc1ccc(Cl)cc1)c1ccc2c(c1)OCCO2	i	22
Cc1nc(NC(=O)COC(=O)C2CC2C)c(Cl)cc1Cl (stereo not drawn)	i	38
CCN(CC)C(=O)COC(=O)C1CCN(S(=O)(=O)c2ccc3c(c2)OCCO3)CC1	i	18
C=CCn1c(C)cc(C(=O)CN2C(=O)c3ccccc3S2(=O)=O)c1C	i	38
O=C(Cn1c(=O)oc2ccccc21)N1CCN(S(=O)(=O)c2ccccc2)CC1	i	15
NC(=O)c1ccc(NC(=O)COC(=O)c2ccc(Cl)nc2)cc1	i	35
O=C(CSc1nc2nn(-c3ccccc3)c(=O)c-2c2n1CCCCC2)Nc1cccc(F)c1	i	55
O=S1(=O)CCOC[C@H](Cc2ccccc2)N1Cc1ccc(F)cc1	i	14
CCc1nnc(NS(=O)(=O)c2ccc(NC(=O)C(c3ccccc3)c3ccccc3)cc2)s1	i	25
COc1ccc(C(=O)N2CCCN(C)CC2)cc1S(=O)(=O)N(C)Cc1ccccc1	i	14
CCCCCn1nc(C(=O)OCc2nc(N)nc(Nc3ccccc3)n2)c2ccccc2c1=O	i	38
COc1cc(C(=O)NCCCNC(=O)c2cc(OC)c(OC)c(OC)c2)cc(OC)c1OC	i	53
O=C(COC(=O)c1ccc(Cl)nc1)NC1CCCc2ccccc21 (stereo not drawn)	i	45
c1ccc(C[C@H]2CN=C(Nc3ccccc3)N2CCCC2CCCCC2)cc1	i	13
Cc1ccnc(Nc2nc(-c3sc(C)nc3C)cs2)c1	i	55
CN(C(=O)c1ccc(NC(=O)Cc2cccc([N+](=O)[O-])c2)cc1)C1CC1	i	20
Cc1ccccc1/C=C1\Oc2ccccc2C1=O	i	29
C=CC(=O)Oc1ccc(N2Cc3ccccc3C2=O)cc1	i	12
COc1ccc(C(=O)NCC(=O)OCc2ccc(Cl)cc2Cl)cc1OC	i	34
COc1ccc([C@H]2CC(=O)C=C(c3ccc4ccccc4c3)C2)cc1OC	i	24
CC(C)CN1C(=O)C(=O)N(CC(=O)N(C)CC(=O)Nc2ccc(F)cc2)C1=O	i	32
NC(=O)c1ccccc1NC(=O)C(c1ccccc1)c1ccccc1	i	29
COC(=O)c1cc(NC(=O)CN2C(=O)C(=O)N(C3CCCC3)C2=O)cc(C(=O)OC)c1	i	33
CCOc1cc(N2CCOCC2)c(OCC)cc1NC(=O)COC(=O)c1ccc(Cl)nc1	i	50
COc1ccc(NS(=O)(=O)c2cccc(C(=O)NN=Cc3ccc(O)c(OC)c3)c2)cc1	i	24
CNC[C@H]1Oc2c(NS(=O)(=O)c3cccs3)cccc2C(=O)N([C@H](C)CO)C[C@@H]1C	i	9
O=C1C2C3C=CC(CC3)C2C(=O)N1c1ccc(Br)cc1[N+](=O)[O-] (stereo not drawn)	i	30
COc1ccc(C)cc1NC(=O)COC(=O)c1c(C)nn(-c2ccccc2)c1C	i	30
CC(CCC(C)C(C)(C)C)[C@@H]1CC[C@H]2C3C[C@H](OS(O)(=S)=S)[C@H]4C[C@H](OS(O)(=S)=S)[C@@H](OS(O)(=S)=S)C[C@]4(C)[C@H]3CC[C@]12C (stereo partly drawn) (tested in a mixture with another compound)	i	48&38
O=C(Cn1cc(C(F)(F)F)cc(Cl)c1=O)NCC1COc2ccccc2O1 (stereo not drawn)	i	42
O=C(COC(=O)c1ccc2ccccc2n1)Nc1ccccc1F	i	44
CNCCNC[C@H](Cc1cccc2ccccc12)NCCc1ccccc1	i	11
CC(=O)c1ccccc1OCC(=O)Nc1cccc(S(=O)(=O)N2CCCC2)c1	i	18
O=C1C(Cc2ccccc2)Nc2ncnc(N3CCc4ccccc4C3)c2N1Cc1ccccc1 (stereo not drawn)	i	15
COC(=O)c1ccc(C(=O)OC)c(NC(=O)CSc2n[nH]c(N)n2)c1	i	49
COc1ccc2c(O)c(-c3c(C)cc(C)cc3C)c(=O)[nH]c2c1	i	14
O=C(OCC(=O)N1CCN(c2ccccc2)CC1)c1ccncc1	i	59
C#CCOCCOCCOCCNc1nc(N2CCN(C(=O)CCCCCCCCCCNC(=O)[C@H]([C@@H](C)CC)n3cc(CCCCCN)nn3)CC2)nc(N2CCN(C(=O)CCCCCCCCCCNC(=O)[C@H](CO)n3cc(CCCCCN)nn3)CC2)n1	i	37
COc1cc(C)ccc1OCC(=O)Nc1ccccc1N1CCOCC1	i	37
CCOC(=O)CC[C@H](NC(=O)Cn1cnc2c(OCc3ccccc3)ncnc21)C(=O)OCC	i	14
COc1ccc(-c2ccnc3c(Br)c(C)nn23)cc1	i	38
CCN1CCN(S(=O)(=O)c2ccc(Cl)c(C(=O)N(C)Cc3ccccc3)c2)CC1	i	12
C[C@H](CO)N1C[C@H](C)[C@@H](CN(C)Cc2ccc3c(c2)OCO3)Oc2ccc(NS(C)(=O)=O)cc2C1=O	i	8
COc1ccc(CC2NCCC3=CC(=O)CCC32)cc1O (stereo not drawn)	i	22
Cc1cccc(NC(=O)CNC(=O)COC(=O)C2CC2C)c1C (stereo not drawn)	i	6
Brc1ccc(-c2noc3c2-c2nc(-c4ccccc4)sc2CC3)cc1	i	25
CN(c1ccc(F)cc1)S(=O)(=O)c1ccc(Cl)c(C(=O)NC2(C)CCS(=O)(=O)C2)c1 (stereo not drawn)	i	25
Cc1cccc(C)c1NC(=O)CSc1nc2[nH]c(=O)cc(O)c2s1	i	37
COc1cccc(OC)c1OCC(=O)Nc1ccc(S(=O)(=O)N2CCCC2)cc1	i	37

Part of the list above, with each value named.
COc1ccc(-c2ccnc3c(Br)c(C)nn23)cc1
  T cell modulator: i; T cell modulator vesicle-bound %: 38

CCN1CCN(S(=O)(=O)c2ccc(Cl)c(C(=O)N(C)Cc3ccccc3)c2)CC1
  T cell modulator: i; T cell modulator vesicle-bound %: 12

C[C@H](CO)N1C[C@H](C)[C@@H](CN(C)Cc2ccc3c(c2)OCO3)Oc2ccc(NS(C)(=O)=O)cc2C1=O
  T cell modulator: i; T cell modulator vesicle-bound %: 8

COc1ccc(CC2NCCC3=CC(=O)CCC32)cc1O (stereo not drawn)
  T cell modulator: i; T cell modulator vesicle-bound %: 22
